MT1-MMP act inh: inhibitors of human MT1-MMP activation; P50281; HT1080 RFP-PRO-GFP cells, GFP/RFP ratio fluorescence, overnight; percent of plate control window, DMSO zero; GFP/RFP ratio change, % at 20 µM; 360,000 tested, 0.061% active;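 active means GFP/RFP ratio change of at least 30% with cell ATP level not reduced by more than half and red fluorescence within 50% of control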; further: strong numbers were not always called active
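Assay system: RFP-PRO-GFP reporter HT1080 cells; read-out basis: GFP/RFP fluorescence ratio; benchmarks: DMSO wells and RFP-L50D-GFP cells; doses: 20 µM single dose, 1% DMSO; schedule: overnight cell settling, then overnight compound exposure, 37 °C, 5% CO2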
MsrA act: activators of bovine methionine sulfoxide reductase A. purified bovine MsrA, absorbance read-out. 360,000 tested, 0.3% active. activation, % at 10.6 µM. AID 602163; in the data active means activation above about 7.5%;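 further: 0% = vehicle and 100% = reference activator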
FAS TE block: inhibitors of human fatty acid synthase thioesterase domain. 360,000 tested, 0.67% active. inhibition, % at 15 µM. P49327. AID 602261. recombinant FAS-TE, OMFH fluorogenic substrate, fluorescence endpoint;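 active means compounds whose normalised, plate-corrected inhibition of enzyme fluorescence in the single-dose primary screen is 50% or more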;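 further: 0% = DMSO with enzyme and 100% = substrate without enzyme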
Neddyl block: inhibitors of human cullin neddylation. P61081+Q13564. TR-FRET cullin neddylation, biochemical. calls only at 25 µM. 360,000 tested, 0.58% active; in the data active means inhibition above about 36%
SKN-1 inh: inhibitors of C. elegans SKN-1. C. elegans VP596 Pgst-4::GFP/RFP ratio, acrylamide-induced, 24 h. inhibition, % at 21.8 µM. 360,000 tested, 0.49% active. AID 624304;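 active means interference check ratio from 0.5 to 1.5 plus GFP to RFP signal ratio inhibition reaching or exceeding a fixed threshold, cut at about 30% in these data, passing the limit was not always enough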; further: some compounds called inactive have numbers as strong as hits
PABP1 MLLE inh: blocks PAM2 peptide binding to the PABP1 MLLE domain. GST-MLLE / FITC-PAM2 fluorescence polarization. 360,000 tested, 0.36% active. P11940. inhibition, % at 20 µM; in the data active means inhibition above about 35%, passing the limit was not always enough;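 further: plate controls were DMSO wells with GST-MLLE for no effect and wells lacking GST-MLLE protein for full effect; some results filed as inactive read as strong as hits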
CendR NRP1 mod: modulators of CendR peptide binding to human neuropilin-1; O14786; FAM-RPARPAR peptide binding to NRP-1, fluorescence polarization; inhibition, % at 25 µM; 360,000 tested, 0.85% active;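 active means inhibition or corrected inhibition above about 18%, plus a signal ratio from 0.5 to 1.5, limit read from the data, passing the limit was not always enough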; further: strong numbers were not always called active
Rin1 Abl inh: human Rin1-Abl interaction inhibition. TR-FRET Rin1/Abl binding, biochemical. inhibition, % at 7.35 µM. P00519+Q13671. AID 588664. 360,000 tested, 0.4% active; in the data active means inhibition above about 5%, passing the limit was not always enough
eLon inh: E. coli protease La inhibition; P0A9M0; purified E. coli Lon protease, fluorescence polarization; inhibition, % at 7.94 µM; 360,000 tested, 0.42% active; in the data active means inhibition above about 13%, passing the limit was not always enough;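 further: 0% = enzyme with probe and DMSO and 100% = no enzyme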
Target sequence (P0A9M0 whole entry, looked up): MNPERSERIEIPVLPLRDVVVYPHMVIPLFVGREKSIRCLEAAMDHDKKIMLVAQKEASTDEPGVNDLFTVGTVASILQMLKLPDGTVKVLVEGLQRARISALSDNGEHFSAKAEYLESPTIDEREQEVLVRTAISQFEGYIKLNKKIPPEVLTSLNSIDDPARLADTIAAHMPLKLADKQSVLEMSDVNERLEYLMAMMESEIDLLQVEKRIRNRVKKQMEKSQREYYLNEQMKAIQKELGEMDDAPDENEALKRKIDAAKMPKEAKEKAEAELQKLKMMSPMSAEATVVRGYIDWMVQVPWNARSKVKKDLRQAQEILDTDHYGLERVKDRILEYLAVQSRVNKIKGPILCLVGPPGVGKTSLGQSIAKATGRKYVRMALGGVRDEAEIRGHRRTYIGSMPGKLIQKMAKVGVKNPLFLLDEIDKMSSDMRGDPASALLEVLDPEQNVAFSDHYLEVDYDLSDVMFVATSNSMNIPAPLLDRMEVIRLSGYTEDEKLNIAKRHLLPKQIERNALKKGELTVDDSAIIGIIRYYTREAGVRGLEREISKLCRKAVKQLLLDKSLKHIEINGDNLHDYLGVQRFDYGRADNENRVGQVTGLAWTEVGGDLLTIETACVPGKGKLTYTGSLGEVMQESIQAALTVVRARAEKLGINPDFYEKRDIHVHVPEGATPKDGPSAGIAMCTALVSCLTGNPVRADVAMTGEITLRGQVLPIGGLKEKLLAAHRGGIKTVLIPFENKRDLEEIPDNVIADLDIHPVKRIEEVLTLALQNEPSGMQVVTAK
An asterisk follows results filed as active; i = inactive; . = no result given. Compounds were not picked by outcome; 4% or so of the library scored in one or more.

Abbreviations – A = MT1-MMP act inh; B = MsrA act; C = FAS TE block; D = Neddyl block; E = SKN-1 inh; F = PABP1 MLLE inh; G = CendR NRP1 mod; H = Rin1 Abl inh; I = eLon inh
CCc1[nH]c(=O)c(C#N)c2c1CCCC2
  A: -3; B: -3; C: -5; D: i; E: -7; F: 3; G: 4; H: 0; I: -4

COc1ccc(/C=N/NC(=O)c2ccc(CSc3nc(C)cc(C)n3)cc2)cc1O
  A: 10; B: -13; C: -3; D: i; E: -1; F: 4; G: -7; H: -4; I: 7

CCCc1cc(C(=O)Nc2cccnc2)no1
  A: 1; B: 1; C: -5; D: i; E: -1; F: -1; G: -5; H: 1; I: -4

C[C@H](CO)N1C[C@H](C)[C@@H](CN(C)Cc2ccncc2)Oc2c(NC(=O)C3CCCCC3)cccc2C1=O
  A: -6; B: -3; C: -9; D: i; E: 4; F: 12; G: 12; H: 3; I: 0

O=C(c1ccncc1)c1nccn1-c1ccccn1
  A: 0; B: -2; C: -7; D: i; E: 4; F: 8; G: 8; H: -1; I: 2

COc1cccc(C(=O)Nc2nnc(S(=O)(=O)N(C)Cc3ccccc3)s2)c1
  A: 1; B: -3; C: 7; D: i; E: -1; F: -9; G: -6; H: -1; I: -4

Cc1ccc(OCC(=O)Oc2c(C)cccc2C)cc1C
  A: 1; B: -11; C: 24; D: i; E: -18; F: -2; G: -7; H: 0; I: 10

CCC1=NN(C(=O)Cc2ccc([N+](=O)[O-])cc2)C(O)(c2ccc(Br)cc2)C1 (configuration not stated)
  A: 17; B: -2; C: 44; D: i; E: -3; F: 2; G: 8; H: -1; I: -12

O=S(=O)(Nc1cccc(-c2cn3cccnc3n2)c1)c1ccc(F)cc1
  A: 6; B: -6; C: -6; D: .; E: 2; F: 0; G: 8; H: -2; I: 0

CN1C(C(=O)Nc2ncccn2)=C(O)c2ccccc2S1(=O)=O
  A: -6; B: -2; C: -2; D: i; E: -11; F: 7; G: 1; H: 0; I: -5

CCN(CC)Cc1oc(CO)cc(=O)c1O
  A: -1; B: -3; C: 1; D: i; E: 10; F: 23; G: -9; H: 26*; I: 7

C[C@@H]1CN([C@H](C)CO)S(=O)(=O)c2ccc(C#Cc3cccc(F)c3)cc2O[C@@H]1CN(C)C(=O)CN1CCOCC1
  A: -6; B: 0; C: 29; D: i; E: -5; F: -3; G: -5; H: -4; I: -4

CCO[C@H]1OC(C(=O)N2CCN(Cc3ccc4c(c3)OCO4)CC2)=C[C@@H](c2ccc3c(c2)OCO3)[C@@H]1CCCO
  A: 1; B: -2; C: 6; D: i; E: -3; F: -3; G: 2; H: -1; I: 0

CCc1ccccc1NC(=O)CCCN1C(=O)C2CC=CCC2C1=O (configuration not stated)
  A: 2; B: -2; C: -4; D: i; E: -9; F: 10; G: 0; H: -3; I: -7

O=C(COc1ccc(Cl)cc1)N(Cc1ccc(F)cc1)C1CCS(=O)(=O)C1 (configuration not stated)
  A: -2; B: -2; C: 4; D: i; E: 6; F: 6; G: 5; H: 4; I: 6

Overlap with the part before: two entries; new compounds follow.
Abbreviations – A = MT1-MMP act inh; B = MsrA act; C = FAS TE block; D = Neddyl block; E = SKN-1 inh; F = PABP1 MLLE inh; G = CendR NRP1 mod; H = Rin1 Abl inh; I = eLon inh
CCc1ccccc1NC(=O)CCCN1C(=O)C2CC=CCC2C1=O (configuration not stated)
  A: 2; B: -2; C: -4; D: i; E: -9; F: 10; G: 0; H: -3; I: -7

O=C(COc1ccc(Cl)cc1)N(Cc1ccc(F)cc1)C1CCS(=O)(=O)C1 (configuration not stated)
  A: -2; B: -2; C: 4; D: i; E: 6; F: 6; G: 5; H: 4; I: 6

COc1ccc(CCNS(=O)(=O)CCNC(=O)c2ccc3c(c2)OCO3)cc1
  A: 0; B: -3; C: 1; D: i; E: 11; F: 4; G: -19; H: -3; I: 0

CCCCCCCCN1C(=O)N(C)C(N(O)C(=O)NC)C1(C)C (configuration not stated)
  A: -2; B: -2; C: -7; D: i; E: -2; F: -5; G: -7; H: -5; I: 2

CC(C)(C)SCCNS(=O)(=O)c1ccc(Cl)cc1
  A: 1; B: -1; C: 5; D: i; E: 7; F: 5; G: -3; H: 1; I: 6

O=C(N/N=C/c1ccco1)C1COc2ccccc2O1 (configuration not stated)
  A: 4; B: 2; C: -12; D: i; E: 0; F: -6; G: -3; H: -1; I: -3

CC1(C(=O)NS(=O)(=O)c2ccccc2Cl)CCN1C(=O)CCc1ccccc1 (configuration not stated)
  A: 1; B: -1; C: -10; D: i; E: -3; F: 10; G: -22; H: -3; I: -1

CC(OC(=O)Cc1coc2cc3c(cc12)CCC3)C(=O)NCc1ccc2c(c1)OCO2 (configuration not stated)
  A: 0; B: -1; C: 2; D: i; E: 25; F: 2; G: 12; H: 1; I: 1

N#Cc1c(/N=C/c2ccccc2)oc(-c2ccccc2)c1-c1ccccc1
  A: -5; B: -3; C: 19; D: .; E: 3; F: -4; G: 2; H: -4; I: 1

O=S(=O)(Nc1ccc(N2CCCCC2)cc1)c1ccc(F)cc1F
  A: -7; B: -1; C: -3; D: i; E: -5; F: -3; G: 2; H: 0; I: -5

CCOc1ccc(CCNC(=O)c2cccc(S(=O)(=O)N3CCCC3)c2)cc1OCC
  A: 3; B: -4; C: 0; D: i; E: 12; F: 6; G: -2; H: 2; I: -8

CCOc1ccc(-n2c(C)cc(C(=O)NS(=O)(=O)c3ccc(C)cc3)c2C)cc1
  A: 1; B: -2; C: -8; D: i; E: 9; F: -4; G: 2; H: -1; I: 6

O=C(O)CSc1ccc(NC(=O)Nc2ccccc2F)cc1
  A: 2; B: -4; C: -7; D: i; E: 8; F: 5; G: 14; H: 1; I: -7

COc1cc(NC(=O)CSc2nncn2C)c(C)cc1[N+](=O)[O-]
  A: -1; B: -8; C: -4; D: i; E: -5; F: 9; G: 2; H: 0; I: -3

COC(=O)C1CC(c2c(OC)cc(OC)cc2OC)=NO1 (configuration not stated)
  A: -1; B: -1; C: -6; D: i; E: -5; F: 0; G: 7; H: 2; I: -3

CC(OC(=O)Cn1cnc2c1c(=O)n(C)c(=O)n2C)C(=O)N(C)c1ccccc1 (configuration not stated)
  A: -3; B: -3; C: -5; D: i; E: 11; F: 5; G: -11; H: -1; I: -2

COc1cccc(COC(=O)C2CCN(S(=O)(=O)c3ccc(C)cc3)CC2)c1OC
  A: 0; B: -1; C: 21; D: i; E: 2; F: -6; G: -7; H: 2; I: -8

CCCCNc1nc(N)ncc1[N+](=O)[O-]
  A: 3; B: -4; C: -6; D: i; E: 14; F: -18; G: 7; H: 0; I: 6

COc1ccc(-c2cc(-c3ccccc3)c(C#N)c(S(C)(=O)=O)n2)cc1
  A: -28; B: -8; C: 13; D: i; E: 3; F: -14; G: 4; H: -1; I: -3

O=C(OCC(=O)N1CCN(C(=O)c2ccco2)CC1)c1ccc(Cl)c(Cl)c1
  A: 3; B: -5; C: 4; D: i; E: -19; F: -6; G: -4; H: 4; I: -3

Cc1ccc(CNC(=O)CCSCc2cccc(F)c2)cc1
  A: -2; B: -1; C: 7; D: i; E: 20; F: -6; G: 3; H: -1; I: -2

Cc1ccc(Cl)cc1N1CCN(S(=O)(=O)c2cn(C)cn2)CC1
  A: 1; B: -3; C: 2; D: i; E: -15; F: -6; G: 10; H: -3; I: 10

COc1cc2c(cc1NC(=O)COC(=O)C1CC(=O)N(Cc3ccco3)C1)oc1ccccc12 (configuration not stated)
  A: 3; B: -8; C: -4; D: i; E: -16; F: -17; G: -4; H: 1; I: -5

COc1cccc(CN2CC(C(=O)N(C)Cc3ccnc4ccccc34)CCC2=O)c1 (configuration not stated)
  A: 2; B: 2; C: -7; D: i; E: 7; F: -6; G: 2; H: 0; I: -4

CCOC(=O)c1oc2ccccc2c1NC(=O)c1ccc(Cl)s1
  A: -3; B: -2; C: 9; D: i; E: 23; F: -7; G: 2; H: -1; I: 6

CCN1c2ccccc2-c2nc3ccccc3n2C1c1cccnc1 (configuration not stated)
  A: -3; B: -4; C: -4; D: .; E: 6; F: 8; G: 0; H: 4; I: -4

CC(=O)Oc1ccc(Cn2c(C)c(C(=O)NC3CC3)sc2=O)cc1
  A: 6; B: -2; C: -3; D: i; E: 1; F: 6; G: 6; H: -2; I: 4

C=CCN=C(NC#N)SCCc1ccccc1
  A: -2; B: 3; C: -3; D: i; E: 12; F: 4; G: -6; H: 2; I: 7

CC(CSc1nnnn1-c1ccccc1)Cn1c(N2CCN(C)CC2)nc2c1c(=O)[nH]c(=O)n2C (configuration not stated)
  A: -3; B: -9; C: -1; D: i; E: -19; F: -4; G: -8; H: 1; I: -8

O=C(O)c1ccc2noc(-c3ccccc3)c2c1
  A: -3; B: -5; C: -6; D: i; E: 15; F: -2; G: -44; H: -1; I: -14

COCCN(C(=O)CNC(=O)c1ccco1)C(C(=O)NC1CCCC1)c1ccc(OC)cc1 (configuration not stated)
  A: 2; B: -1; C: 2; D: i; E: 8; F: 7; G: 9; H: 3; I: 5

C/C(=N\NC(=O)CNc1cccc(Cl)c1C)c1cccs1
  A: 4; B: -6; C: -10; D: i; E: 8; F: -8; G: 6; H: -2; I: -7

Cc1cccc(NS(=O)(=O)c2ccc(C(=O)NCC3CCCO3)cc2)c1C (configuration not stated)
  A: 0; B: -2; C: -1; D: i; E: -6; F: 7; G: 15; H: -2; I: -1

CC(=O)Nc1ccc(S(=O)(=O)N2CCCC2C(=O)Nc2ccc(F)cc2)cc1 (configuration not stated)
  A: -4; B: -4; C: -4; D: i; E: -3; F: 5; G: 13; H: 3; I: -10

O=C(CSc1nc(-c2ccccc2)c(-c2ccccc2)o1)NCCCO
  A: 2; B: -13; C: 2; D: i; E: -14; F: -127; G: 0; H: -2; I: -4

COc1cc(C(C)=O)ccc1OCC(=O)OCC(=O)c1cc(C)n(CC2CCCO2)c1C (configuration not stated)
  A: 3; B: 0; C: -2; D: i; E: 18; F: 1; G: 7; H: 2; I: -4

CCN(CC)c1ccc(NC(=O)CCCCC(=O)Nc2ccc(N(CC)CC)cc2)cc1
  A: 2; B: 0; C: -1; D: i; E: -6; F: -4; G: -5; H: 1; I: -6

CC(C)(C)c1ccc(C(=O)Nc2ccc(S(=O)(=O)Nc3cnc4ccccc4n3)cc2)cc1
  A: 4; B: -4; C: -44; D: i; E: 6; F: -2; G: -6; H: 0; I: -1

COc1ccc(CCNC(=O)CS(=O)Cc2nc(-c3ccccc3F)oc2C)cc1OC (configuration not stated)
  A: -3; B: -3; C: -4; D: i; E: 0; F: 17; G: 11; H: 3; I: -7

CCOC(=O)C1C(C(=O)OCC)C1(c1ccccc1)c1ccccc1 (configuration not stated)
  A: -7; B: -3; C: 8; D: i; E: 18; F: 1; G: -2; H: -2; I: -8

Cc1cc(C(=O)CSc2nnc(Nc3ccccc3)s2)c(C)n1CC1CCCO1 (configuration not stated)
  A: -6; B: -1; C: 10; D: i; E: 16; F: -33; G: 7; H: 3; I: 0

Cc1cc(C)cc(SCc2noc(C(=O)NCCN(C)C)c2C(=O)NCCN(C)C)c1
  A: 8; B: -4; C: -2; D: i; E: 5; F: 24; G: 0; H: 0; I: 2

COC(=O)CCCC1=CC2=CC(=O)C(C)(OC(=O)c3cccs3)C(=O)C2=CN1CCc1c[nH]c2ccccc12 (configuration not stated)
  A: -2; B: -11; C: 2; D: i; E: -9; F: -20; G: -7; H: 1; I: 2

O=C(O)CC(Sc1n[nH]c(=S)s1)C(=O)O (configuration not stated)
  A: -2; B: 4; C: -3; D: i; E: -16; F: 6; G: 1; H: 0; I: -3

O=C(c1ccccc1/S(=N/S(=O)(=O)c1ccccc1)N1CCOCC1)N1CCOCC1 (configuration not stated)
  A: 3; B: -10; C: -12; D: i; E: -28; F: -2; G: -3; H: 1; I: -9

COc1cccc(CN(C)C(=O)c2cc(-c3cccs3)nc3ccccc23)c1
  A: -2; B: -3; C: 22; D: i; E: 14; F: -12; G: 14; H: -4; I: -1

O=C(CCCn1c(=O)[nH]c2cc(Cl)ccc2c1=O)NCCCN1CCCC1=O
  A: -1; B: -2; C: -1; D: i; E: -7; F: 9; G: -3; H: -1; I: -9

Source: PubChem (several laboratories)
